BAP1 inh – human BAP1 deubiquitinase inhibition. recombinant BAP1, Ub-AMC hydrolysis fluorescence kinetic; active compounds read low. AID 436. 0.48% of 72,000 active. activity remaining (% of control), % at 20 µM. Q92560;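 active means activity remaining at or below 50% of control, provided the compound also passes the data quality filters; inactive means the rest, including low values that fail the filters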;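 further: 100% = DMSO wells rate and 0% = substrate alone blank rate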
HePTP inh – blocks human HePTP tyrosine phosphatase; recombinant HePTP phosphatase activity, OD absorbance; inhibition, % at 20 µM; 0.64% of 110,000 active; P35236; AID 521; in the data active means inhibition above about 50%;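 further: plate controls were vehicle for no effect and reference inhibitor for full effect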
Target sequence (P35236 whole entry, looked up): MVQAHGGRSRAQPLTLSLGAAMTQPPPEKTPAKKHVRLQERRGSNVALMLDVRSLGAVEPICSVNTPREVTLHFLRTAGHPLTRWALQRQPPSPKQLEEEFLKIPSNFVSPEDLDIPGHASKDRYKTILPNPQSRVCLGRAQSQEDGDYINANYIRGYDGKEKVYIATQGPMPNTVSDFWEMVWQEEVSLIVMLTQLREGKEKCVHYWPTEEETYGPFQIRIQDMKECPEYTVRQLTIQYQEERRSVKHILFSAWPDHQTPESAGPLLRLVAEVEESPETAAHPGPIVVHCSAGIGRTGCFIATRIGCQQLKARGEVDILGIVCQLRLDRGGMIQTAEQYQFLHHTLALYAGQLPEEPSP
The depositor's hits bear a star; . = not tested or not shown; & = joins results of further samples.

Values run as follows: HePTP inh, BAP1 inh
- CC(C)Oc1ccc(C2CC(=O)N(C)C2=O)cc1 (stereo not drawn)
  -2, .
- Cc1ccc(S(=O)(=O)NCCNS(C)(=O)=O)cc1[N+](=O)[O-]
  2, .
- CCc1ccc(C(=O)Nc2ccc(C(=O)O)cc2)cc1
  ., 62
- COc1cccc(OCC(O)CN2CC(C)OC(C)C2)c1 (stereo not drawn)
  ., 214
- CC1CCc2c(sc3nc(-c4ccco4)[nH]c(=O)c23)C1 (stereo not drawn)
  5, .
- O=C1NC(=Nc2ccc(Br)cc2)S/C1=C\c1ccc(O)cc1
  4, .
- Cc1ccc(C(=O)COc2ccc3c(C)cc(=O)oc3c2)cc1
  6, .
- O=C(O)c1cccc(S(=O)(=O)N2CCOCC2)c1
  9, 115
- COC(=O)c1ccc(/C=C2\SC(N3CCOCC3)=NC2=O)cc1
  -8, .
- COc1ccccc1NC(=O)c1ccc2c(c1)C(=O)N(c1ccc(Br)cc1)C2=O
  ., 56
- O=C(Nc1ccc(F)cc1)N1CCc2ccccc2C1
  4, .
- CCN(CCCNC(=O)c1[nH]c(C)c(C(C)=O)c1C)c1cccc(C)c1
  3, 80
- Cc1ccc(S(=O)(=O)NCCNC(=O)N2CCOCC2)cc1
  3, 96
- N#C/C(=C\Nc1ccc(Cl)cc1)C(N)=O
  4, .
- O=c1c(/C=N/Nc2nc3ccccc3s2)c(C(F)(F)F)[nH]n1-c1nc2ccccc2s1
  7, .
- O=C1CCCc2c1[nH]c1ccc(Cl)cc21
  -4, .
- O=C(CSc1nnc(-c2ccco2)o1)N1CCOCC1
  -1, 94
- Cc1cc(N2C(=O)C(=O)/C(=C(/O)c3ccccc3)C2c2cccs2)no1 (stereo not drawn)
  8, 94
- Cc1ccc2c(c1)-c1c(cnn1CC(=O)N1CCCN(Cc3ccccc3F)C1)CO2
  5, 112
- COc1cc(/C=C2/C(=O)NN(c3ccc(C)cc3)C2=O)c([N+](=O)[O-])cc1OC
  -17, .

Among those listed so far, these have bromine:
Values run as follows: HePTP inh, BAP1 inh
- O=C1NC(=Nc2ccc(Br)cc2)S/C1=C\c1ccc(O)cc1
  4, .
- COc1ccccc1NC(=O)c1ccc2c(c1)C(=O)N(c1ccc(Br)cc1)C2=O
  ., 56

Remaining list, next part
Values run as follows: HePTP inh, BAP1 inh
- C=CCNCc1cccn1-c1sc2c(c1C#N)CCCC2
  10&8, .
- O=C(O)CCCCCN1C(=O)C(=O)/C(=C(/O)c2ccc(Cl)cc2)C1c1ccc2c(c1)OCO2 (stereo not drawn)
  -6, .
- CCOC(=O)c1cnc2nc[nH]n2c1=O
  -5, 100
- O=c1oc2ccccc2cc1-c1csc(N/N=C/c2ccco2)n1
  -10, .
- CC(C)N(C(=O)Cn1c(CCCO)nc2ccccc21)c1ccccc1
  7, .
- C=CCN1C(=O)CN=C1Nc1ccc(OC)cc1OC
  6, 94
- COc1ccccc1NC(=O)c1c(Cl)cccc1Cl
  8, .
- CC1(C)CC(=O)N(CC(=O)NC2CCCC2)c2ccccc2S1(=O)=O
  -4, 98
- c1ccc(-c2nc(N3CCOCC3)c3ccccc3n2)nc1
  -3, 127
- O=C(c1cnn2c1NC(c1ccco1)CC2C(F)(F)F)N1CCN(Cc2ccccc2)CC1 (stereo not drawn)
  1, .
- CC(C)CC(=O)NS(=O)(=O)c1ccc(NC(=O)c2ccccc2)cc1
  4, .
- Cc1nc2c(=O)oc3ccccc3c2n1-c1ccccc1
  4, 94
- CCOC(=O)c1sc(NC(=O)Nc2cccc(Cl)c2)c(C(N)=O)c1C
  14, .
- O=S(=O)(Cc1ccccc1)NCCOc1ccccc1Cl
  -7, .
- O=C1CCC(N2C(=O)c3ccccc3C2=O)C(=O)N1 (stereo not drawn)
  ., 88
- COc1ccc(OC)c(/C=C/C(=O)Oc2cc(C)cc(C)c2)c1
  8, .
- CC(=O)NCC(=O)NC1(C(=O)NC2CCCC2)CCCCC1
  2, .
- Ic1ccc(-c2nc(-c3ccccc3)no2)cc1
  -10, .
- O=C(C1CC1)N1CCCN(C(=O)C2CC2)CC1
  1, 99
- CC1(C)SCC(C(=O)O)N1C=O (stereo not drawn)
  6, .
- COc1ccc(OC)c(-n2c(O)cnc2Nc2nc(C)cc(C)n2)c1
  5&2, 90
- CCCC1(O)CC(c2ccccc2)NC(c2ccccc2)C1CC (stereo not drawn)
  8, .
- Cc1cc(=O)oc2cc(OCC(O)CN3CCN(c4ccc(F)cc4)CC3)ccc12 (stereo not drawn)
  8, .
- COC(=O)C1=C(C)NC(C)=C(C(=O)OC)C1c1cn(-c2ccccc2)nc1-c1ccc(S(=O)(=O)N(C)C)cc1
  7, .
- C=C(C)COc1ccc(-c2ncncc2Oc2ccc(OC)cc2)c(O)c1
  3, 78
- Cc1nc(SCC(=O)Nc2ccc3c(c2)OCCO3)c2oc3ccccc3c2n1
  1, .
- CCC(=NCc1ccccc1)c1c(C(F)(F)F)[nH]n(-c2nc3ccccc3s2)c1=O
  1, .
- CCc1ccc(OCc2nnc(SCCN3CCOCC3)n2C)cc1
  2, 106
- COc1ccc(/C=C2/NC(=S)NC2=O)cc1OCc1ccccc1
  2, .
- O=C(/C=C/c1cn(-c2ccccc2)nc1-c1ccccc1)N1CCOCC1
  0, .
- CCOc1ccc(S(=O)(=O)N(CC(=O)Nc2ccc(Cl)cc2)c2ccc(C)cc2)cc1
  -3, .
- CC(=O)c1ccc(NC(=O)C(C)Sc2nnnn2C)cc1 (stereo not drawn)
  6, 87
- CC(C)OCCCNC(=O)C1CCN(S(=O)(=O)N2CCCCC2)CC1
  6, 99
- COc1ccc(-n2c(Cc3cccn3C)nnc2SCC(=O)Nc2ccccc2)cc1
  16, 88
- CCOC(=O)COc1ccc(/C=C2/NC(=S)NC2=O)cc1OC
  4, .
- O=C(N/N=C/c1ccccc1F)c1ccc(Cl)c(Cl)c1
  8, .
- O=C(O)C1CCCN1c1ncnc2ccccc12 (stereo not drawn)
  1, 67
- CCN(CC)C(=O)N1c2ccccc2CCc2ccccc21
  -1, .
- O=C(CSc1nnc(Cn2nnc(-c3ccccc3)n2)n1-c1ccccc1)Nc1ccc(F)cc1
  -2, 118
- CC(C)NC(=O)c1cc2cc(Br)ccc2oc1=O
  6, 125
- COCCCNC(=O)Nc1ccc(Br)cc1Cl
  1, 109
- CCOc1cc(N2CCOCC2)c(OCC)cc1NC(=O)COc1cccc2cccnc12
  15, 121
- CCOC(=O)c1cccc2c1-c1ccccc1/C2=N/O
  -3, 98
- CC(=O)NC(Cc1c[nH]c2ccccc12)C(=O)NCc1ccc2c(c1)OCO2 (stereo not drawn)
  -2, 96
- COc1cccc(-n2sc3c(c2=S)-c2cc(Cl)ccc2NC3(C)C)c1
  -7, .
- CCc1nnc(NC(=O)c2c(OC)cccc2OC)s1
  ., 121&124
- Cc1nc(Nc2cccc(C(F)(F)F)c2)nc2c1C(=O)CC(C)C2 (stereo not drawn)
  2, 46*
- Cc1ccccc1-n1c(Cn2c(=O)sc3ccccc32)nnc1SCC(N)=O
  7, 87
- c1csc(-c2nc(-c3ccncc3)no2)c1
  -4, 91
- CC(=O)Nc1ccc(C(=O)N2CC(C)CC(C)C2)cc1 (stereo not drawn)
  11, .
- O=C(/C=C/c1cn(-c2ccccc2)nc1-c1cccs1)c1cccs1
  6, .
- O=C(O)/C=C/C(=O)NNC(=O)c1ccc(O)cc1
  -3, .
- S=c1[nH]nc(-c2ccccc2)c2ccccc12
  8, .
- O=C(CSc1nnc(-c2ccncc2)n1-c1ccccc1)c1ccc([N+](=O)[O-])cc1
  2, .
- COc1ccc(N2C(=O)CC(N3CCOCC3)C2=O)cc1 (stereo not drawn)
  10, 102
- CC1=NN(c2nc(-c3cc4ccccc4[nH]3)cs2)C(=O)C1C (stereo not drawn)
  5, .
- CC(C)c1cccc(C(C)C)c1NC(=O)COc1ccccc1[N+](=O)[O-]
  -8, .
- COc1ccc(Cn2c(C)nc3oc4cc(OC)ccc4c(=O)c3c2=O)cc1
  12, 102
- COP(=O)(OC)C(Nc1cc(Cl)cc(Cl)c1)c1cccc(O)c1 (stereo not drawn)
  4, .
- CN1CCN(Cc2c(O)ccc3c4c(c(=O)oc23)CCC4)CC1
  -11, .

Entries listed so far printed as active in BAP1 inh.
Values run as follows: HePTP inh, BAP1 inh
- Cc1nc(Nc2cccc(C(F)(F)F)c2)nc2c1C(=O)CC(C)C2 (stereo not drawn)
  2, 46*

Returning to the listing, starting 5 compounds before the break.
Values run as follows: HePTP inh, BAP1 inh
- CC1=NN(c2nc(-c3cc4ccccc4[nH]3)cs2)C(=O)C1C (stereo not drawn)
  5, .
- CC(C)c1cccc(C(C)C)c1NC(=O)COc1ccccc1[N+](=O)[O-]
  -8, .
- COc1ccc(Cn2c(C)nc3oc4cc(OC)ccc4c(=O)c3c2=O)cc1
  12, 102
- COP(=O)(OC)C(Nc1cc(Cl)cc(Cl)c1)c1cccc(O)c1 (stereo not drawn)
  4, .
- CN1CCN(Cc2c(O)ccc3c4c(c(=O)oc23)CCC4)CC1
  -11, .
- O=C(NCCNc1ccc(Cl)cc1[N+](=O)[O-])c1ccc2c(c1)OCCO2
  -2, .
- COc1ccccc1CNC(=O)CCCN1C(=O)COc2ccc(C)cc21
  6, 108
- COc1ccc(C2C(C#N)=C(SC)NC3=C2C(=O)CC(C)(C)C3)cc1 (stereo not drawn)
  6, 76
- CCOC(=O)c1c(NC(=O)c2cc3cc(Br)ccc3oc2=O)sc(C(C)=O)c1C
  -1, .
- O=C(c1cccs1)N1CCN(Cc2ccccc2F)CC1
  10, .
- CCCCS(=O)CC(COc1ccc(Cl)cc1)OC(=O)c1ccccc1 (stereo not drawn)
  4, 110
- COc1ccc(CNCCC2(c3ccc(F)cc3)CCOC(C)(C)C2)cc1OC (stereo not drawn)
  ., 176
- COc1ccc(C2C(C#N)=C(/N=C/N3CCN(C)CC3)OC3=C2C(=O)CC(C)(C)C3)cc1 (stereo not drawn)
  -2, 91
- O=C(Nc1sc2c(c1C(=O)Nc1ccccc1)CCC2)c1ccc([N+](=O)[O-])cc1
  2, .
- Cc1ccc(NC2=CC(=O)CC(C)(C)C2)cc1C
  9, 89
- Cc1nc2sc(C(c3ccc(Br)cc3)N3CC(C)OC(C)C3)c(O)n2n1 (stereo not drawn)
  0, 96
- O=C1CC(Sc2ncccn2)C(=O)N1c1ccccc1C(F)(F)F (stereo not drawn)
  -1, 112
- COc1ccccc1N1CCN(C(c2cc3ccc(C)cc3[nH]c2=O)c2nnnn2C2CCCC2)CC1 (stereo not drawn)
  4, 81
- CCN(C(=O)c1cnc(N2CCN(c3ncccn3)CC2)c2ccccc12)c1cccc(Cl)c1
  -2, .
- CCSc1nnc2c(n1)OC1(CCCC1)Nc1ccccc1-2
  13, 95
- Cc1noc(C)c1S(=O)(=O)NCCc1ccc(S(N)(=O)=O)cc1
  5, 106
- CCOC(=O)c1cnc(-n2nc(C)cc2C)nc1N(C)C
  6, .
- COc1ccc(/C=N/NC(=O)Cc2nnc(N)s2)cc1OC
  -10, .
- Cn1cnnc1Sc1cc(N2CCCC2)ccc1[N+](=O)[O-]
  -13, .
- COc1cc([N+](=O)[O-])ccc1NC(=O)c1ccc(S(=O)(=O)N2CC(C)CC(C)C2)cc1 (stereo not drawn)
  ., 95
- CCCCOC(=O)CCn1[nH]c(=O)c2ccccc2c1=O
  3, 106
- CC(C)N1CCC(=NNC(=O)c2cccc([N+](=O)[O-])c2)CC1
  8, .
- Cc1cc(/C=C2/SC(=S)NC2=O)c(C)n1-c1ccccc1
  -9, .
- COc1cc(NS(=O)(=O)c2ccc(NC(=O)c3c(F)cccc3F)cc2)ncn1
  12, .
- Cc1ccc(-c2nnc(-c3ccc(Br)cc3)o2)o1
  14, .
- COc1ccc(/C=N/NC(=O)C(=O)NCc2ccccn2)cc1
  5, .
- COc1ccc(C2Nc3ccccc3C(=O)N2c2ccccc2)cc1COc1ccc(NC(C)=O)cc1 (stereo not drawn)
  -10, .
- O=C(O)C(Cc1cc2ccccc2[nH]1)N1C(=O)C2CC=C(Cl)CC2C1=O (stereo not drawn)
  ., 133
- O=C(Nc1ccc2nc(-c3cccs3)[nH]c2c1)c1cccs1
  -3, 56
- CC1=[N+]([O-])C(C)(C)CC(C)(C)c2ccccc21
  8, 126
- CCOc1ccc2c(=O)c(-c3ccccc3OC)c(C(F)(F)F)oc2c1
  1, .
- CCCCn1c(N)c(N(CC)C(=O)c2ccc3c(c2)S(=O)(=O)c2ccccc2C3=O)c(=O)[nH]c1=O
  -1, 92
- CC1Cc2nc(SCC(=O)Nc3ccc(F)cc3)n(C)c(=O)c2S1 (stereo not drawn)
  9, 98
- CCOC(=O)c1c2c(c(=S)n(-c3ccccc3)c1N)CCC2
  0, 73
- CCOC(=O)c1ccccc1NC(=O)CSc1nnc(Cc2cccn2C)n1-c1ccc(F)cc1
  6, 102
- CC(=O)Nc1ccc(N2C(=O)c3ccc(C(=O)c4cccc([N+](=O)[O-])c4)cc3C2=O)cc1
  7, .
- CCN(CC)c1ccc(NC(=O)c2oc3ccccc3c2C)cc1
  9, .
- CN(C)c1ccc(/C=C2/C(=O)NN(c3cccc(Cl)c3)C2=O)cc1
  33, .
- c1ccc(Oc2cccc(OCCn3cncn3)c2)cc1
  2, 55
- Cc1cccc(-c2nc(CSCC(=O)NCCCN3CCOCC3)c(C)o2)c1
  ., 102
- O=C(NCCc1ccccc1)C1CC(=O)N(c2ccc(Br)cc2)C1 (stereo not drawn)
  13, .
- COc1cccc(CN2CCN(C(=O)c3cccc(F)c3)CC2)c1OC
  2, .

Assay outcomes deposited in PubChem BioAssay by several laboratories.
